procasp7 counter – procaspase-7 activators, primary screen, counter-screen for procaspase-3 activator project, biochemical, absorbance, HTS, human. Caspase-7 (Homo sapiens), P55210. recombinant procaspase-7, Ac-DEVD-pNA absorbance 405 nm; D23A/D198A/D206A triple mutant, cannot self-cleave; scale: DMSO 0, 5 µM enzyme 100. activation, % at 8.5 µM. actives 0.093% (n = 330,000). AID 463210, 2010;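 active means percent activation above the screen-wide mean plus 3 SD, cut at about 25% in these data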
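Detection: p-Nitroaniline absorbance at 405 nm, read at 0 and 120 min; system: Uncleavable procaspase-7 mutant enzyme; evaluation: % activation from two-timepoint absorbance difference, scaled to controls; times: 1 h enzyme–compound preincubation and 2 h substrate reaction, both 25 °C; buffer or medium: Zinc-free HEPES pH 7.4 with 300 mM NaCl, 0.01% Triton X-100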
RPL19A-GFP yeast – RPL19A-GFP expression modulators in yeast, primary screen, cell-based, S. cerevisiae, multiplex flow cytometry, MLPCN; S. cerevisiae RPL19A-GFP strain, 3 h; hits give low values; percent response vs DMSO, % at 10 µM; actives 0.3% (n = 330,000);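 active means percent response vs DMSO below 50%; inconclusive means fewer than 70 events counted for the yeast strain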;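 further: median channel GFP fluorescence of the barcoded RPL19A-GFP strain; ratio of sample median GFP to plate DMSO average so 100% = DMSO; lower means less RPL19A-GFP as with rapamycin TOR inhibition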
JMJD2C inh – inhibitors of GASC-1 histone demethylase, primary screen, biochemical, fluorescence, DELFIA europium. Lysine-specific demethylase 4C (Homo sapiens), Q9H3R0. GST-JMJD2C(1-420) H3K9me3 demethylation. inhibition, % at 2.35 µM. actives 0.069% (n = 330,000);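 active means more than half of a compound's replicate wells show inhibition beyond 50%, single wells judged on their own value; inconclusive means some, but no more than half, of replicates pass 50% inhibition; inactive means no replicate passes 50% inhibition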;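 further: signal counts dimethyl H3K9 product captured on neutravidin plate; 0% = median of DMSO wells and 100% = 0.3 times that DMSO median; strong numbers were not always called active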
procasp3 activ – activators of human procaspase-3 D3A mutant, primary screen, biochemical, absorbance, PC-3 D3A mutant, single concentration. Caspase-3 (Homo sapiens), P42574. recombinant procaspase-3 D3A, Ac-DEVD-pNA absorbance 405 nm. activation, % at 8.5 µM. actives 0.11% (n = 330,000). AID 463141, 2010;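 active means activation above the mean of all tested compounds plus 3 SD, cut at about 21% in these data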;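 further: 0% = DMSO alone and 100% = DMSO wells spiked with extra 5 µM PC-3 D3A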
Target sequence (P42574 whole entry D9A/D28A/D175A): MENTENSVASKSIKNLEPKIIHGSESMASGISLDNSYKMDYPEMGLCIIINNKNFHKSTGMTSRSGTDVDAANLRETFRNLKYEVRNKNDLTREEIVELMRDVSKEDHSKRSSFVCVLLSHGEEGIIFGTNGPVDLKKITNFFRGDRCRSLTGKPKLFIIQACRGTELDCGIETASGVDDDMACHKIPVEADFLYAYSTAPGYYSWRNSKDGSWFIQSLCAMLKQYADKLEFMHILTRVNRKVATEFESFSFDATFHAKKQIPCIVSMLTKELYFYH
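Compound: 8.5 µM single point, 0.8% DMSO / Material: Autoprocessing-dead procaspase-3 D3A mutant enzyme / Timing: 1 h preincubation plus 2 h reaction at 25 °C / Medium: Zinc-free HEPES/NaCl buffer with 0.01% Triton X-100 at pH 7.4 / Technique: 405 nm absorbance of p-nitroaniline, reads at 0 and 120 min / Repeats: one well per compound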
MEP2-GFP yeast – modulators of MEP2-GFP levels in yeast, primary screen, S. cerevisiae, multiplex flow cytometry, MLPCN library | S. cerevisiae MEP2-GFP strain, 3 h; 100% = DMSO control level | actives 0.51% (n = 330,000) | GFP response vs DMSO, % at 10 µM;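 active means GFP response versus DMSO above a set limit, roughly screen mean plus 3 SD, cut at about 180% in these data; inconclusive means fewer than 70 cells counted for a yeast strain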;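 further: median GFP fluorescence of the barcode-gated MEP2-GFP cells per well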
Yeast superoxide – reduction of superoxide in aged yeast, primary screen, HTS; S. cerevisiae aged cells, superoxide DHE fluorescence; hits give low values; superoxide response (% of plate mean), % at 10 µM; actives 0.18% (n = 330,000);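 active means superoxide response under a set limit, about three screen SD below normal, cut at about 65% in these data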;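 further: yeast aged for seven days with compound at 30 °C before DHE staining; 100% = average MFI of all compound-treated wells on the plate with controls excluded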
AHR activator – AHR activators, primary screen, cell-based, luminescence, luciferase reporter, human; Aryl hydrocarbon receptor (Homo sapiens), P35869; AHR-responsive luciferase reporter cells; activation, % at 5 µM; actives 2.5% (n = 320,000); in the data active means activation above about 47%;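 further: 0% = vehicle wells and 100% = reference agonist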
Target sequence (P35869 whole entry, looked up): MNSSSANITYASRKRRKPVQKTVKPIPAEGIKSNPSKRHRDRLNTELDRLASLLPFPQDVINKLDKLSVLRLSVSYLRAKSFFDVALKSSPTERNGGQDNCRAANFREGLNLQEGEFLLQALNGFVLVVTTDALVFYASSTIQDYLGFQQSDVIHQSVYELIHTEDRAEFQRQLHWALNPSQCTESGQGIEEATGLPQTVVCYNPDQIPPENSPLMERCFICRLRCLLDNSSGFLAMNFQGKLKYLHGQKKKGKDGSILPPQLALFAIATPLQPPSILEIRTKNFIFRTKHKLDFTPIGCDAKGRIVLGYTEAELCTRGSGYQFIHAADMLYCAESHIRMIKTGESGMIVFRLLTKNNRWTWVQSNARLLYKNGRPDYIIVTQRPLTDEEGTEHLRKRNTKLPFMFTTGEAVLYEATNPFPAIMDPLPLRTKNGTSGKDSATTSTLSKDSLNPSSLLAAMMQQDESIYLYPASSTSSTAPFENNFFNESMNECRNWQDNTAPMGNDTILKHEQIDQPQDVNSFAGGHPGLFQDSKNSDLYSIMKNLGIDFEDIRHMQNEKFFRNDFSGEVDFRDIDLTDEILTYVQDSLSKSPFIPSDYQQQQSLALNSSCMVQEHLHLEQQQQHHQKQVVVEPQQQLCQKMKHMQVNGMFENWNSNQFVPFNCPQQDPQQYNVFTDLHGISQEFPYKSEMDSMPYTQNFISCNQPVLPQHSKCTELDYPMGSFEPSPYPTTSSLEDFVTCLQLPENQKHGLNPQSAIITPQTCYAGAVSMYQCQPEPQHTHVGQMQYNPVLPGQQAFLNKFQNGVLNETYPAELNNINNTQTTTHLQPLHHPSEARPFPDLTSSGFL
LAP4 TOR yeast – modulators of LAP4-GFP expression in yeast, primary screen, S. cerevisiae, multiplex flow cytometry, MLPCN library; 3 h; median GFP as percent of DMSO wells; GFP response vs DMSO, % at 10 µM; actives 0.34% (n = 320,000); AID 2023, 2009;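 active means GFP response vs DMSO above a set limit, about the screen mean plus 3 SD, cut at about 150% in these data; inconclusive means under 70 cell events counted for the yeast strain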
Active calls of the source: *; ? = inconclusive; . = no result given; [ ] = remark or other dose.

SMILES	procasp7 counter	RPL19A-GFP yeast	JMJD2C inh	procasp3 activ	MEP2-GFP yeast	Yeast superoxide	AHR activator	LAP4 TOR yeast
CCOc1ccc(/C(O)=C2/C(=O)C(=O)N(Cc3cccnc3)C2c2ccc(N(C)C)cc2)c(C)c1 (stereo unspecified)	-15	97	-7	2	100	102	-1	101
COc1ccc(C(CC(=O)O)NC(=O)c2ccco2)cc1 (stereo unspecified)	-2	93	1	-9	99	95	0	109
COc1ccc(OCC(=O)N/N=C(\C)c2cc3ccccc3o2)cc1	1	106	11	6	103	90	29	100
N#Cc1cccc(OCC(=O)NC(=O)NCc2ccccc2)c1	-2	101	1	9	111	89	4	94
CCCNC(=O)C(Cc1ccccc1)NC(=O)Cc1ccccc1 (stereo unspecified)	2	99	-6	4	88	98	-1	99
CC(=O)c1ccc(NC(=O)c2sc3nc(N4CCOCC4)c4c(c3c2N)CCCC4)cc1	-27	98	-1	9	96	99	0	100
C=C(C)CNC(=O)c1ccc(OC2CCN(C(=O)COC)CC2)cc1	-2	102	7	4	103	103	0	89
COc1cccc(/C=N/NC(=O)c2nnn(-c3nonc3N)c2C(C)C)c1OCc1ccc(F)cc1	4	115	-2	7	119	89	2	115
Cc1cc(Nc2cc(Cl)nc(Sc3ccc(NC(=O)C4CC4)cc3)n2)n[nH]1	-2	101	0	2	94	105	24	109
Cc1ccc(-n2c(C)nc3oc4ccccc4c(=O)c3c2=O)cc1	6	97	6	1	103	91	91*	97
Nc1cc(C(=O)OCC(=O)NCCNC(=O)COC(=O)c2ccc(Cl)c(N)c2)ccc1Cl	4	103	-2	5	103	113	-1	91
CC(C)C[C@H](NC(=O)c1[nH]cnc1C(=O)Nc1ccc(Cl)cc1)C(=O)OC(C)(C)C	-3	100	6	0	91	81	5	115

Record cards (already shown). Screens in order: procasp7 counter	RPL19A-GFP yeast	JMJD2C inh	procasp3 activ	MEP2-GFP yeast	Yeast superoxide	AHR activator	LAP4 TOR yeast
Shown for `Nc1cc(C(=O)OCC(=O)NCCNC(=O)COC(=O)c2ccc(Cl)c(N)c2)ccc1Cl` : 4	103	-2	5	103	113	-1	91
Shown for `CCOc1ccc(/C(O)=C2/C(=O)C(=O)N(Cc3cccnc3)C2c2ccc(N(C)C)cc2)c(C)c1` (stereo unspecified) : -15	97	-7	2	100	102	-1	101

(next part)
SMILES	procasp7 counter	RPL19A-GFP yeast	JMJD2C inh	procasp3 activ	MEP2-GFP yeast	Yeast superoxide	AHR activator	LAP4 TOR yeast
COc1ccc(-c2nnc(COc3ccc(Br)cc3C)o2)cc1	0	92	0	-4	89	91	-2	97
CCCCn1c(NC(=O)c2ccccc2)nc2ccccc21	5	96	0	1	100	108	73*	103
CSc1nnc(NC(=O)c2cccc(S(=O)(=O)N3CCOCC3)c2)s1	9	103	12	7	91	101	11	93
O=C(NCCCN1CCOCC1)C1CC(=O)N(CCc2ccccc2)C1 (stereo unspecified)	10	110	1	0	117	97	-1	123
O=C(O)Cc1sc(Nc2cccc3ccccc23)nc1-c1ccc(F)cc1	.	95	-1	.	96	101	.	80
CCNC(=O)CN(c1ccc(Br)c(C)c1)S(C)(=O)=O	7	105	-2	2	102	112	12	104
CS(=O)(=O)Nc1cccc(C2=NN(C(=O)CCCC(=O)O)C(c3cccs3)C2)c1 (stereo unspecified)	-3	104	9	-2	103	92	1	99
Cc1nc(N2CCN(C(=O)c3cccs3)CC2)c2c3c(sc2n1)CCCC3	1	100	7	3	101	91	3	107
COc1ccccc1NC(=O)CCS(=O)(=O)c1ccc2c(c1)NC(=O)C(C)S2 (stereo unspecified)	-3	101	5	3	109	95	4	106
CCc1nc(N2CCN(C(C)=O)CC2)c(C#N)c2c1COC(C)(C)C2	1	99	-3	9	91	108	-3	110
COCCCn1c(C)nnc1SCC(=O)NNC(=O)COc1ccc(Cl)cc1	2	105	4	6	107	105	3	95
O=C(C1=C[C@H](C2CC2)C[C@H](OCCCCO)O1)N1CCN(Cc2ccc3c(c2)OCO3)CC1	2	106	12	8	91	99	1	105
COc1cc(C(=O)N2CCN(C/C=C/c3ccccc3)CC2)cc(OC)c1C	4	101	-6	7	104	88	1	96
CCOC(=O)C1CCN(S(=O)(=O)c2ccc3c(c2)CC(C)N3C(=O)C2CCC2)CC1 (stereo unspecified)	10	101	-15	6	105	116	-1	94
c1ccc(-n2nnc(-c3nccs3)n2)cc1	-6	99	0	-1	98	95	54*	91
Cc1ccc(C23CC4CC(CC(C(=O)N(C)C)(C4)C2)C3)cc1	6	100	11	6	101	99	1	102
Cc1cccc(/C=C2\Sc3ccc(C(=O)N4CCC(C)CC4)cc3N(C)C2=O)c1	2	98	7	4	104	104	1	95
O=C1/C(=C/c2ccccc2)NC(=S)N1C(c1ccccc1)c1ccccc1	-13	103	6	-14	119	121	3	121
Cc1csc(C(C)NC(=O)c2ccc(OC3CCN(CCc4ccccc4)CC3)cc2)n1 (stereo unspecified)	8	95	12	7	91	89	1	98
COc1ccc(N2CCN(C(c3cccs3)C(C)NC(=O)C(=O)N3CCCC3)CC2)cc1 (stereo unspecified)	-3	101	-24	8	104	93	0	89
CCOc1ccc(/C=N/OCC(=O)Nc2cc(C)on2)cc1	9	107	-6	5	108	96	-1	100
Cn1c(=O)cc(OCCCC(=O)NCc2ccccn2)c2ccccc21	4	97	12	-2	104	107	1	107
CCC1(C)Cc2c(sc3nn[nH]c(=O)c23)CO1 (stereo unspecified)	2	99	12	1	104	94	-3	104
O=c1c2ccccc2nnn1CSc1nnnn1-c1ccc(O)cc1	4	99	8	-5	103	86	2	104
Cc1ccc(C(=O)CSc2nnc3n2CCCCC3)s1	-5	113	2	3	116	97	3	112
Clc1ccc(-n2nnc(-c3ncc[nH]3)n2)cc1Cl	0	105	9	3	88	96	-2	106
Cc1ccc(C(C(=O)NCC2CCCO2)N(C(=O)c2snc(C(N)=O)c2N)c2ccc3c(c2)OCCO3)cc1 (stereo unspecified)	-3	88	?	-5	107	116	3	85
O=C(NCCc1ccccc1)C(=O)Nc1nccs1	0	108	14	-3	103	91	7	91
Cc1ccc(NC(=O)CSc2nnc(N)s2)cc1S(=O)(=O)N1CCCCC1	6	96	4	10	103	101	-3	106
Cc1cc(C)c(NC(=O)CN2C(=O)NC3(CCc4ccccc43)C2=O)c(Cl)c1 (stereo unspecified)	6	100	1	-9	96	89	5	103
Cn1c(=O)oc2cc(S(=O)(=O)CCC(=O)Nc3ccccc3)ccc21	0	97	3	9	95	91	1	96
CC(=O)NC(NC(=S)Nc1ccc(C)cc1C)C(Cl)(Cl)Cl (stereo unspecified)	-7	96	8	-9	106	93	2	108
COC(=O)c1c(O)ccc(Oc2ccccc2)c1C(=O)OC	9	106	5	-1	114	96	1	111
CCOC(=O)C1CCCN(CCC(=O)Nc2c(C(=O)OC)[nH]c3cc(OC)ccc23)C1 (stereo unspecified)	9	95	-18	12	94	112	2	88
CN(CC(=O)Nc1ccc(Cl)c(C(F)(F)F)c1)C(=O)CCNC(=O)c1ccco1	10	86	66	9	94	104	0	91
CCn1cc(C2=NOC(C(=O)Nc3cc(OC)c(Cl)cc3OC)C2)c(C)n1 (stereo unspecified)	-5	.	0	5	110	72	1	99
O=c1c2ccccc2oc2ccc(NCCCn3ccnc3)cc12	-8	104	-10	-14	99	100	-9	113
COc1ccc(/C=N/OCC(=O)Nc2nc3ccccc3s2)cc1	6	93	-1	3	77	92	4	109
Cc1cccc(CS(=O)(=O)Cc2ccc(C(=O)NCCc3ccccc3)o2)c1	6	100	8	1	95	126	9	99
O=C(/C=C/c1ccc(Cl)c([N+](=O)[O-])c1)Nc1ccc(N2CCCC2)c(Cl)c1	-1	101	3	7	119	85	2	108
CCOC(=O)[C@@H]1[C@H]2COc3ccc(Br)cc3[C@H]2N2C(=O)N(c3ccc(C)cc3)C(=O)[C@]12C	2	97	6	-2	86	97	-2	100
CCOc1ccccc1N1CCN(C(=O)[C@@H]2CCCN2C2=NS(=O)(=O)c3ccccc32)CC1	-2	100	-1	12	109	107	1	106
Cc1ccc(C(=O)Nc2ccc3c(c2)C(=O)N(C)C3=O)c(C)c1	1	99	1	6	109	98	1	106
CC(C)N(C)C1CCN(C(=O)Nc2ccc(Cl)cc2)CC1	-15	95	-5	4	96	105	1	98
Cc1ccc(NC(=O)CN2C(=O)NC(Cc3ccccc3)C2=O)cc1Cl (stereo unspecified)	2	101	0	-3	101	96	-1	104
CCOC(=O)c1cc(CC)sc1NC(=O)CCC(=O)O	9	98	0	-2	96	115	5	99
CCOc1ccccc1-n1nnnc1SCC(=O)NC(=O)NCc1ccco1	0	99	5	8	112	101	9	103
CCOc1ccc(NC(=O)N2CCC(NC(=O)C(Cc3ccccc3OC)NC(C)=O)CC2)cc1 (stereo unspecified)	3	94	9	-13	99	93	0	101
Cc1nn(C)cc1C(C)NC(=O)c1cc(COc2c(F)cccc2F)on1 (stereo unspecified)	2	104	-6	11	104	98	-12	97
Cc1cc(O)c2c(CN3CCN(Cc4ccccc4)CC3)cc(=O)oc2c1	-10	85	7	10	94	96	1	.
Cc1ccc(/C=C(\C#N)C(=O)Nc2ccccn2)o1	-6	99	26	0	100	106	10	112
O=c1c2ccsc2ncn1Cc1ccc(Cl)cc1	12	96	10	2	98	108	1	113
CCn1c(SCc2cccnc2)nc2c1c(=O)n(C)c(=O)n2C	6	96	-4	2	99	103	25	97
CSc1nsc(SC)c1NC(=O)OC1CCCCC1	-19	97	2	-23	100	96	25	106
O=C(c1[nH]ncc1[N+](=O)[O-])N1CCOCC1	-6	98	-7	3	80	114	-1	71
CN(C)CCNC(=O)c1csc(Nc2cccc3ccccc23)n1	0	110	5	-5	116	93	42	107
NS(=O)(=O)c1ccc(CCNC(=O)c2ccccc2-c2ccccc2)cc1	-2	95	-26	10	101	102	-1	97
O=C(NNC(=S)NC(=O)c1ccccc1)c1ccc(O)cc1	-14	106	-2	-5	100	91	1	93
COc1ccc2[nH]c3c(=O)n(CCCCC(=O)N4CCC(C(N)=O)CC4)c(=S)[nH]c3c2c1	-5	103	-15	0	103	96	-1	100
CC(C)Cc1nc(N2CCN(C(=O)C(C)C)CC2)c(C#N)c2c1CCC2	1	97	27	9	98	101	-4	92
CCCCNC(=O)c1cc(S(=O)(=O)N2CCCCC2)oc1C	4	97[may fluoresce green]	1	11	102[may fluoresce green]	100	8	114[may fluoresce green]

Printed as active in AHR activator, of those listed so far:
Compound | RPL19A-GFP yeast | JMJD2C inh | procasp3 activ | MEP2-GFP yeast | AHR activator | LAP4 TOR yeast
Cc1ccc(-n2c(C)nc3oc4ccccc4c(=O)c3c2=O)cc1 | 97 | 6 | 1 | 103 | 91* | 97
CCCCn1c(NC(=O)c2ccccc2)nc2ccccc21 | 96 | 0 | 1 | 100 | 73* | 103
c1ccc(-n2nnc(-c3nccs3)n2)cc1 | 99 | 0 | -1 | 98 | 54* | 91

Source: PubChem (several laboratories)
